High-throughput results from PubChem BioAssay.
SRC1 TRFRET art = TR-FRET artefact, counter-screen to PPARgamma/SRC-1 agonist assay; TR-FRET detection artefact counter-screen, emission ratio; stronger effect = higher value; TR-FRET ratio at 8 µM; 99,000 tested, 0.34% active; in the data active means TR-FRET ratio above about 2300; further: inactives centre near 1800; reference of the scale not given here
SRC3 TRFRET art = counter-screen for PPARgamma SRC-3 recruitment agonists: TR-FRET artefact. TR-FRET ratio at 8 µM. 99,000 tested, 0.39% active. PPARgamma/SRC-3 format; stronger effect = higher value; in the data active means TR-FRET ratio above about 2000; further: inactives centre near 1600; reference of the scale not given here
An asterisk follows results filed as active. Only part of the results is shown, so the mix of outcomes need not match the whole.

SMILES	SRC1 TRFRET art	SRC3 TRFRET art
CCC(C)C(NC(=O)c1ccc(Cl)cc1)C(=O)O (centres undefined)	1967	1484
COc1ccc(-c2ccc(SCC(=O)NCC3CCCO3)nn2)cc1OC (centres undefined)	1837	1688
CC1CCCC(C)N1C(=O)COc1ccc(C(=O)N/N=C/c2ccc(C(=O)O)cc2)cc1 (centres undefined)	1993	1714
Nc1c(C(=O)Nc2ccc(S(=O)(=O)N3CCCC3)cc2)sc2nc3cc4c(cc3cc12)CCC4	1739	1552
COc1ccc(C2CC(c3ccc(OC)cc3)n3nc(N)nc3N2)cc1 (centres undefined)	1561	1685
CC1(C)COC(c2coc3ccccc3c2=O)OC1	1826	1477
Cc1ccc(C)c(CS(=O)(=O)c2cn(CC(=O)N3CCC(C)CC3)c3ccccc23)c1	1746	1732
CCCN1Cc2cccc(C(=O)NCc3ccc4c(c3)OCO4)c2C1=O	1845	1564
O=C(O)c1ccccc1-c1nc2ccccc2c(=O)n1O	1777	1476
O=C(N/N=C/c1ccc(Br)o1)c1cc([N+](=O)[O-])cc([N+](=O)[O-])c1	1549	1562
C=CCNC(=O)/C(C#N)=C/c1ccc(SC)cc1	1999	1663
O=C(O)c1ccc(NC(=S)Nc2ccccc2)cc1	1774	1571
CSc1ccccc1C(=O)C1CCCN(S(=O)(=O)N(C)C)C1 (centres undefined)	1488	1475
CC[N+]1(C)CC2CCC(C)(C1)C2(C)C (centres undefined)	1718	1457
Cc1ccc(-c2nnn(CC(=O)N(c3ccc(F)cc3)C(C(=O)NC3CCCC3)c3ccco3)n2)o1 (centres undefined)	2076	1599
COCC(=O)N(Cc1cc2ccc(C)c(C)c2n2nnnc12)C1CCCC1	1883	1657
Cc1ncoc1C(=O)N1CCc2c([nH]c3ccccc23)C1c1ccccc1F (centres undefined)	2030	1651
O=C1Nc2ccccc2C1=Nc1ccc(-c2nnc3n2CCCCC3)cc1	1712	1338
CC(OC(=O)c1ccncc1)C(=O)Nc1cccc([N+](=O)[O-])c1 (centres undefined)	1707	1531
COc1ccc(-c2cc(C(=O)Nc3cc(C)on3)no2)cc1OC	1758	1573
Cc1nn(C)c(C)c1CCC(=O)O	1999	1846
O=C(COC(=O)c1ccccn1)Nc1ncc(C(F)(F)F)cc1Cl	1910	1672
CCOc1ccc(-n2c(O)c(/C=N/Nc3nnc(C)c(=O)[nH]3)c3ccccc3c2=O)cc1	1922	1541
O=C(O)Cc1ccc(NS(=O)(=O)c2ccccc2Br)cc1	1988	1663
CN(C)S(=O)(=O)c1ccc(NC(=O)CSc2ncnc3ccccc23)cc1	1619	1653
CCCCCn1c(=O)c2ccccc2n2c(CCl)nnc12	1775	1409
CC(C)CCNC(=O)CCn1c(=S)oc2ccccc21	1795	1454
COc1ccc(C(Nc2ccccn2)c2c(NC(=O)c3ccco3)sc(C)c2C)cc1 (centres undefined)	1502	1608
COc1ccc(-c2csc3nc[nH]c(=O)c23)cc1	1859	1529
CC(C)[C@H](Nc1ccc(S(=O)(=O)N2CCOCC2)cc1[N+](=O)[O-])C(=O)OCC(N)=O	1743	1711

Ordered by heavy-atom count (ascending): some entries from above
SMILES	SRC1 TRFRET art	SRC3 TRFRET art
COc1ccc(-c2csc3nc[nH]c(=O)c23)cc1	1859	1529
CCCCCn1c(=O)c2ccccc2n2c(CCl)nnc12	1775	1409
COc1ccc(-c2cc(C(=O)Nc3cc(C)on3)no2)cc1OC	1758	1573
CN(C)S(=O)(=O)c1ccc(NC(=O)CSc2ncnc3ccccc23)cc1	1619	1653
CCOc1ccc(-n2c(O)c(/C=N/Nc3nnc(C)c(=O)[nH]3)c3ccccc3c2=O)cc1	1922	1541

Going on with the list.
SMILES	SRC1 TRFRET art	SRC3 TRFRET art
O=C(Cn1cnc2ccccc2c1=O)NCC(=O)N1CCN(c2ccccn2)CC1	1832	1723
CC(C)C[C@@H]1NC(=O)[C@H](CO)NC(=O)c2cc([N+](=O)[O-])cc(I)c2OCC[C@@H](C(N)=O)NC1=O	1695	1460
COc1ccc(-c2csc(NC(=S)NC(=O)/C=C/c3ccco3)n2)cc1OC	1829	1760
O=C(NC1=NCCCCC1)c1cccc2ccccc12	1692	1513
Cc1ccc(-c2nn3c(C)nnc3c3ccccc23)cc1S(=O)(=O)NCCO	1846	1687
Cn1nnc(NC(=S)NC(=O)c2ccco2)n1	1745	1527
CCC(C)NC(=O)CCNS(=O)(=O)c1ccc(Br)cc1 (centres undefined)	1499	1661
CN(C)S(=O)(=O)c1ccc(C(=O)Nc2ccccc2[N+](=O)[O-])cc1	1962	1647
Cc1ccnc(NC(=O)c2sc3ccccc3c2Cl)c1	1649	1475
Cc1cccc(C)c1NS(=O)(=O)c1ccc(NC(=O)c2ccc(Cl)c([N+](=O)[O-])c2)cc1	1984	1525
CCc1ccc(NC(=O)COC(=O)C2(c3ccc(Cl)cc3)CCCC2)cc1	1942	1587
O=C(Nc1ccc(NC(=O)c2ccccn2)cc1)C(=O)Nc1ccc2c(c1)OCCO2	1687	1713
CC(=O)c1ccc(N2CCN(C(=O)CCCn3c(=O)[nH]c4ccc(Br)cc4c3=O)CC2)cc1	1715	1516
CC(C)c1ccc2[nH]c3c(c2c1)CCCC3=O	1622	1566
COc1ccccc1-n1c(SCC(=O)NCc2ccc3c(c2)OCO3)nc2cc([N+](=O)[O-])ccc21	1888	1436

Shown with bars between the fields: part of the list above
Structure | SRC1 TRFRET art | SRC3 TRFRET art
COc1ccc(-c2csc3nc[nH]c(=O)c23)cc1 | 1859 | 1529
CC(C)[C@H](Nc1ccc(S(=O)(=O)N2CCOCC2)cc1[N+](=O)[O-])C(=O)OCC(N)=O | 1743 | 1711

Continued:
SMILES	SRC1 TRFRET art	SRC3 TRFRET art
Cc1c(NC(=O)CCc2ccccc2)cccc1[N+](=O)[O-]	1627	1565
CC(NC(=S)Nc1ccc(Cl)cc1Cl)C(c1cccs1)N1CCCC1 (centres undefined)	1760	1659
CC(C)c1ccc(NC(=O)CCCN2C(=S)NC(C)(C)CC2C)cc1 (centres undefined)	1879	1716
CCC(=O)NC(/C=C/c1ccccc1)c1cc([N+](=O)[O-])c2cccnc2c1O (centres undefined)	1605	1700
O=C(CCS(=O)(=O)c1cccc2nonc12)N1CCOCC1	1662	1663
O=C(NCc1cccc2ccccc12)Nc1ccccc1	1366	1337
O=C(NNC(=S)Nc1ccccc1)c1cccc(S(=O)(=O)N2CCOCC2)c1	1993	1740
Cc1ccc2c(c1)nnn2C1CCN(C(=O)Nc2ccccc2C)CC1	1614	1404
Cc1ccn2c(NC3CCCC3)c(-c3ccccn3)nc2c1	2085	1693
COc1ccccc1/C=C/C=N/NC(=O)CN1CCN(S(=O)(=O)c2ccc(C)cc2)CC1	2049	1557
C=C1C(=O)C=C2CN(C(=O)c3ccccc3)[C@@](Cc3ccc(F)cc3)(C(=O)OC)[C@@H]12	1635	1448
Cc1ccc(S(=O)(=O)NCC(=O)OCC(=O)c2c(N)n(C)c(=O)n(C)c2=O)cc1	1824	1687
C(=N\Nc1nc(-c2ccccc2)cs1)/c1ccco1	1904	1487
O=C(COC(=O)c1cccc(S(=O)(=O)N2CCc3ccccc32)c1)NCc1ccco1	1532	1586
NC(=O)COC(=O)c1ccc(S(=O)(=O)NCc2ccco2)cc1	1729	1353
O=C(CSc1nc2ccccc2s1)NNC(=S)Nc1ccccc1	1916	1843
CC1CC(C)CN(c2ccc(C(=O)NCc3ccc4c(c3)OCO4)cc2[N+](=O)[O-])C1 (centres undefined)	1758	1552
CC1CCCCN1c1ccc(N)cc1C(N)=O (centres undefined)	2036	1585
Nc1ncc(CCN2CCOCC2)c(-c2ccc(F)cc2)n1	1941	1788
COc1ccc(-c2cc(C(F)(F)F)nc(S(=O)(=O)CCCC(=O)Nc3cc(C)on3)n2)cc1OC	1723	1442
O=C(Nc1ccc(S(=O)(=O)NCC2CCCO2)cc1)c1ccc(Cl)cc1[N+](=O)[O-] (centres undefined)	1782	1489
CCC(C(=O)NC1CCCC1)n1c(SCc2cccc(C)c2)nc2ccncc21 (centres undefined)	1839	1682
CCN(C(=O)/C=C/c1ccc2c(c1)OCO2)c1ccccc1	1664	1633
COc1ccc(CN(C)Cc2nc(Cc3cccc(F)c3)no2)c2cccnc12	1581	1434
CC(=O)Nc1ccc(S(=O)(=O)N2CCN(CC3CC4C=CC3C4)CC2)cc1 (centres undefined)	1776	1477
O=C(NCc1ccco1)c1cc([N+](=O)[O-])ccc1Cl	1604	1471
CN(C)C(=S)Nc1nc2ccccc2s1	2024	1731
O=C(CSc1nc2ccc(Cl)cc2[nH]1)c1c[nH]c2ccccc12	2099	1706
O=C(COc1ccc(Br)cc1Cl)NC1CCCCC1	1908	1566
Cc1cccc(NC(=S)NNC(=O)c2cc3c(s2)CCC(C)C3)c1C (centres undefined)	1924	1375
N/C(Cn1cncn1)=N\OC(=O)c1ccc(Cl)cc1	1557	1451
Cc1ccc(OCC(=O)NC2CC(C)(C)NC(C)(C)C2)cc1C	1722	1686
O=C(Nc1nnc(C2CC2)s1)c1ccc(Cl)c(S(=O)(=O)N2CCc3ccccc3C2)c1	2001	1756
COc1ccc(C)cc1-n1nnnc1SCC(=O)Nc1cccnc1Cl	1621	1511
Cc1ccc(-n2c(O)c(/C=N/Nc3ccc(S(=O)(=O)N4CCOCC4)cc3[N+](=O)[O-])c3ccccc3c2=O)c(C)c1	1889	1577
CCOc1ccc(-n2nc3c(=S)[nH]nc(C)c3c2C)cc1	2128	2186*
CCOCCCNC(=O)C(NC(=O)Cc1cccs1)c1ccc(C)cc1 (centres undefined)	1657	1446
CCNC(=O)CSc1nc2ccccc2c(=O)n1-c1cccc(OC)c1	1905	1726
Cc1ccc(N(C(=O)C2COc3ccccc3O2)C(C(=O)NC2CCCCC2)c2cn(C)nc2C)cc1 (centres undefined)	1698	1524
N#Cc1ccc(C(=O)Nc2cc(S(=O)(=O)N3CCCC3)ccc2OCC(F)(F)F)cc1	1550	1548
CCNS(=O)(=O)c1ccc2c(c1)NCC2	1883	1462
O=C(Nc1ccccc1OC(=O)c1ccc(Cl)cc1)c1ccc(Cl)cc1	1992	1622
CCOC(=O)N1CCN(CC(O)COc2ccc(C)cc2C(C)(C)C)CC1 (centres undefined)	1871	1635
CCCCNC(=S)Nc1ccc(Cl)cc1	1658	1592
Cc1ccc(Cl)c(NC(=O)CN2CCNC(=O)C2)c1Cl	1796	1525
CC1(C)Cc2ccccc2C(N/N=C/c2ccc(Cl)cc2)=N1	1908	1668
Cc1cc(NC(=O)CCCn2cc([N+](=O)[O-])cn2)n(Cc2ccc(F)cc2)n1	1896	1361
Cc1c(C(=O)Oc2cccc3cccnc23)oc2ccccc12	1785	1447
O=C(NNC(=O)[C@@H]1CCCC[C@@H]1C(=O)O)Nc1ccccc1	1834	1717
CN(C(=O)CSc1nnc(-c2ccc(F)cc2)c2ccccc12)C1CCS(=O)(=O)C1 (centres undefined)	1854	1600
COc1cccc(S(=O)(=O)c2nc(C)c3c(n2)CCC3)c1	1769	1303
Nc1c(C(=O)O)sc2nc(-c3ccccc3)c3c(c12)CCCC3	2209	1719
CCc1ccc(-c2ccc(SCc3ccccn3)nn2)cc1	1718	1565
CC(C)C(=O)Nc1ccc(-c2ccc3nncn3n2)cc1	1745	1499
NC(=O)c1ccccc1NC(=O)Nc1cccc2ccccc12	1935	1524
O=C(Nc1nnc(-c2ccccc2)o1)c1cccc(N2C(=O)CCC2=O)c1	1803	1564
Cc1ccccc1N(C(=O)c1csnn1)C(C(=O)NC(C)(C)C)c1ccncc1 (centres undefined)	1971	1655
COC(=O)NCC(c1ccco1)N1CCN(c2ccccc2)CC1 (centres undefined)	1613	1472
Cc1cc(C)nc(SCc2cnc(C)nc2N)n1	1818	1583
Nc1ccc2nn(-c3ccccc3)nc2c1	1532	1620

Individual results from the list:
O=C(NNC(=S)Nc1ccccc1)c1cccc(S(=O)(=O)N2CCOCC2)c1 – SRC1 TRFRET art = 1993
O=C(N/N=C/c1ccc(Br)o1)c1cc([N+](=O)[O-])cc([N+](=O)[O-])c1 – SRC3 TRFRET art = 1562
C=C1C(=O)C=C2CN(C(=O)c3ccccc3)[C@@](Cc3ccc(F)cc3)(C(=O)OC)[C@@H]12 – SRC1 TRFRET art = 1635
Cc1ccc(N(C(=O)C2COc3ccccc3O2)C(C(=O)NC2CCCCC2)c2cn(C)nc2C)cc1 (centres undefined) – SRC3 TRFRET art = 1524
Cn1nnc(NC(=S)NC(=O)c2ccco2)n1 – SRC3 TRFRET art = 1527

Following part
SMILES	SRC1 TRFRET art	SRC3 TRFRET art
O=C(NCCc1ccccc1)Nc1cccc(Cl)c1	1779	1444
O=C(c1ccco1)N1CCN(C(=O)c2[nH]ncc2[N+](=O)[O-])CC1	1693	1332
Cc1ccc(S(=O)(=O)CC(CN2CCCCC2)N2CCCCC2)cc1 (centres undefined)	1666	1490
COCCCNC(=O)c1cc2cc([N+](=O)[O-])cc(OC)c2oc1=O	1679	1516
S=c1[nH]c(-c2ccccc2)cn1/N=C/c1ccccc1Br	1679	1509
Cc1cc2ccccn2c1C(=O)c1nc(NCc2ccccc2)ncc1Cl	1628	1525
CCOc1ccc(N2CC(C(=O)NC3=NCCS3)CC2=O)cc1 (centres undefined)	1768	1836
CCC(C)NC(=O)CN(C1CCCCC1)S(C)(=O)=O (centres undefined)	1665	1605
COc1ccc(Cl)cc1NC(=O)C(C)N1CCc2ccccc21 (centres undefined)	1844	1527
O=C(Nc1ccncc1)c1cc(-c2ccccn2)nc2ccc(Br)cc12	1860	1718
Cc1nc(C(F)(F)F)nc(Nc2ccc(N=Nc3ccccc3)cc2)c1C#N	1628	1435
CN(c1ccccc1C(=O)NC1CCCCC1)S(=O)(=O)c1ccccc1	1916	1651
Nc1ccc2c(c1)Nc1ccccc1CC2	1864	1591
CN1C=C/C(=C\c2cc[n+](C)c3ccccc23)c2ccccc21	2165	1774
CC1CN(S(=O)(=O)N2CCOCC2)CCN1S(=O)(=O)N1CCOCC1 (centres undefined)	1791	1458
Cc1ccc(CN2CCC(C(=O)NCCC(C)C)CC2)o1	1574	1750
COC(=O)CNC(=O)c1cccc(Cl)c1	1910	1658
